High-throughput results: PubChem, several laboratories
Peg3 prom inh = Peg3 promoter-driven luciferase inhibitors, primary screen, cell-based, HeLa, luciferase luminescence; HeLa PEG-Prom luciferase reporter, overnight; inhibition, % at 20 µM; 360,000 tested, 1.7% active; AID 588405, 2011;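 active = inhibition of at least 50% at 20 µM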
CF NFkB block = inhibitors of PAF-induced NF-kB signaling, primary screen, cell-based, GFP fluorescence, uHTS | KKLEB NF-kB-GFP reporter, GFP fluorescence overnight | inhibition, % at 5 µM | 360,000 tested, 0.86% active | AID 588850, 2011;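 active = at least 50% inhibition at 5 µM, scaled per plate between neutral and stimulator controls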;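 note: PAF is a Pseudomonas aeruginosa culture filtrate used as stimulus; plate controls were PAF-stimulated DMSO wells for no effect and unstimulated DMSO wells for full effect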
C8 TRAIL sens = viability loss with TRAIL in NB7+C8 cells, primary screen, TRAIL sensitizer project, cell-based, ATPlite luminescence; inhibition (viability loss, TRAIL sensitization), % at 10 µM; 360,000 tested, 1% active; AID 624354, 2012;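 active = compounds causing at least 50% loss of cell viability in the single-dose screen, relative to plate controls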
NR2E3 ag-1 = inhibitors of NR2E3-RetCOR corepressor binding, primary screen, NR2E3 agonist project, biochemical, TR-FRET, GST-NR2E3, biotin-RetCOR. 1536-well. AID 2300, 2010. inhibition of corepressor binding, % at 4.78 µM. 320,000 tested, 0.12% active;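 active = percent inhibition above the cutoff of mean plus 3 SD of all tested compounds, set per screening campaign, cut at about 20% in these data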;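 note: 0% = DMSO wells and 100% = biotin wells as full block of FRET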
Target sequence (Q9Y5X4 whole entry, looked up): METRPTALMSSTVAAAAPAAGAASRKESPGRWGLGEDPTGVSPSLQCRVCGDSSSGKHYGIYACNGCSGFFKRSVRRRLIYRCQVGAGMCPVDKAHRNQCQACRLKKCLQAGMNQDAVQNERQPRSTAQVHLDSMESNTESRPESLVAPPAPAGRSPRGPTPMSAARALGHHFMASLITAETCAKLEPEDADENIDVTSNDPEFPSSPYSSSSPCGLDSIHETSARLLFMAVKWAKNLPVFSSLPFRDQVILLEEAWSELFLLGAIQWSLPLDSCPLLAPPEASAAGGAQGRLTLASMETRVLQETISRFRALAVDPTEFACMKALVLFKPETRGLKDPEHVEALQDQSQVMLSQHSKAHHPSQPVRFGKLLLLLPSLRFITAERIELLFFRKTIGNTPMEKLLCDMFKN
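System: GST-tagged NR2E3 plus biotinylated RetCOR corepressor; Amount: 1.35 nM GST-tagged NR2E3 final; Dosing: single nominal compound dose of 4.8 µM; Schedule: 5 h incubation at 4 °C; Technique: TR-FRET with europium anti-GST and streptavidin-D2, 340 nm excitation; Controls: biotin wells as high control, 0.6% DMSO wells as low control.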
MITF TRPM1 inh = inhibitors of MITF-dependent TRPM1 promoter reporter, primary screen, cell-based, SK-MEL-5, single point, luciferase. inhibition, % at 12.5 µM. SK-MEL-5 TRPM1 promoter luciferase, 24 h. 330,000 tested, 0.83% active;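 active = mean inhibition across replicates of 60% or more, whatever share of single replicates reaches that level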; note: values of inactives mirror those of a sister screen read the other way
TWEAK Fn14 block = inhibitors of TWEAK-Fn14 signaling, primary screen, luciferase reporter cells, uHTS | TWEAK-stimulated Fn14 reporter cells, luciferase luminescence, 8 h | inhibition, % at 10 µM | 360,000 tested, 2% active | AID 1159606, 2016; in the data active = inhibition above about 50%
TROY signal inh = inhibitors of TROY-driven NF-kB signaling, primary screen, Q293 LMP1-TROYcd cells, NF-kB luciferase, uHTS | Q293 LMP1-TROYcd NF-kB luciferase reporter, 4 h | inhibition, % at 10 µM | 360,000 tested, 0.98% active | AID 1347056, 2019;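 active = compounds whose plate-normalised and pattern-corrected inhibition of the luciferase reporter signal at the single screening dose is 50% or more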
Shn3 3UTR inh = reduction of Shn3 3'UTR firefly luciferase signal, primary screen, Schnurri-3 inhibitor project, cell-based, Clone20 osteoblasts, set 2; Clone20 osteoblast Shn3 3'UTR firefly luciferase, 24 h; 360,000 tested, 0.52% active; inhibition, % at 12.5 µM;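 active = mean inhibition of at least 75% with every replicate also reaching 75%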;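 note: 0% = median of neutral control wells and 100% = pilot-screen positive control compound; some compounds past the cut are filed as inactive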
KKLEB cytotox = cytotoxicity in KKLEB CF airway cells, primary screen, cytotoxicity control for CF NF-kB inhibitor project, cell-based, uHTS, fluorescence assay plates; KKLEB CF airway cells viability, ATPlite luminescence, overnight; active compounds read low; cells stimulated with P. aeruginosa culture filtrate; activity change (cytotoxicity), % at 5 µM; 360,000 tested, 0.36% active;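 active = corrected activity change at or below -50% at 5 µM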
HIF-2a inh = HIF-2a reporter inhibitors, primary screen, luminescence, 786-0 RCC cells; 786-0 RCC cells HIF-2a reporter, luciferase luminescence, overnight; inhibition, % at 18.8 µM; 360,000 tested, 0.72% active;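 active = inhibition of the luminescence signal of 40% or more relative to plate controls, in a single-dose primary screen at 18.75 µM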
NR2E3 ag-2 = NR2E3 agonists in two-hybrid cells, primary screen, cell-based, luminescence, CHO-S, Gal4-NCOR/VP16-NR2E3; luciferase; 360,000 tested, 0.35% active; AID 602229, 2012; Photoreceptor-specific nuclear receptor (Homo sapiens), Q9Y5X4; inhibition of corepressor binding, % at 3.98 µM;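 active = inhibition above the mean of all tested compounds plus 3 SD, cut at about 70% in these data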;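 note: 0% = DMSO with NR2E3 transfected cells and 100% = cells lacking NR2E3 construct; higher means lower luciferase signal from less NR2E3 corepressor binding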
* marks the source's active call; other numbers are inactive results; · = not tested or not shown; & = joins results of further samples. These rows are one share of the data, so the mix of outcomes need not match the whole.

SMILES	Peg3 prom inh	CF NFkB block	C8 TRAIL sens	NR2E3 ag-1	MITF TRPM1 inh	TWEAK Fn14 block	TROY signal inh	Shn3 3UTR inh	KKLEB cytotox	HIF-2a inh	NR2E3 ag-2
O=C(Cn1nnc(-c2ccccc2)n1)NCc1ccccc1	-16	-8	-10	0	6	-8	-16	9	12	-7	-19
OC(CCN1CCCC1)(c1ccccc1)C1CCCCC1 (configuration not stated)	-15	-12	3	5	-5	5	-5	15	14	-13	-7
CCOc1ccccc1N1CCN(c2nc(N)c(C#N)c(CC#N)c2C#N)CC1	18	-4	4	10	-1	-21	3	16	-3	20	-17
CCCNC(=O)C1(C)CCCN(Cc2cccc(C#N)c2)C1 (configuration not stated)	-4	29	-18	·	·	1	7	22	-4	12	-12
COC(=O)c1[nH]c2ccc(F)cc2c1NC(=O)C1=COCCO1	10	-3	-2	-1	5	4	-32	20&9	4	20	-12
O=C(COC(=O)c1ccc2[nH]c3c(c2c1)CCCC3)Nc1ccccc1Cl	19	56*	2	4	-15	-45	27	-1	-38	-12	-18
COc1ccc(-c2cc(OC)c3c(C)oc(C)c3c(=O)c2)cc1OC	7	-9	0	-4	3	-7	-5	1	1	-1	-8
O=C(CN1C(=O)c2ccccc2S1(=O)=O)Nc1ccon1	4	6	-5	5	17	-2	1	-19	3	4	10
CCCOc1ccc(C2C(C(=O)c3ccc(C)o3)=C(O)C(=O)N2CCCn2ccnc2)cc1 (configuration not stated)	-4	-13	-5	11	1	-8	4	5	10	-6	-21
COCCCNc1c2c(nc3nnnn13)CCCC2	21	10	-22	-1	2	-3	-9	0	-3	6	-37
COCC(=O)Oc1c(S(=O)(=O)c2ccc(C)cc2)c(C)nn1C(C)(C)C	6	13	-18	3	-2	-16	-18	-30	9	7	16
N#C/C(=C(/O)COC(=O)CCC1CCCCC1)c1nc2ccccc2[nH]1	48	2	34	2	3	89*	-10	1	5	-4	-6
O=C(C1CCCN(Cc2ccccc2C(F)(F)F)C1)N1CCCCC1 (configuration not stated)	6	2	-12	1	2	-16	-41	-1	8	13	-13
Cc1nc(-c2ccccc2)sc1-c1ccnn1C	-314	-17	29	-1	-66	-9	-48	-94	-2	-322	-180
CCOc1ccccc1N1C(=O)CC(Sc2ncccc2C(=O)O)C1=O (configuration not stated)	-3	-6	-3	0	7	2	0	-40	2	8	7
CCOC(=O)N1CCC(N(CCN(C)C)C(=S)Nc2cc(Cl)cc(Cl)c2)CC1	-1	-9	4	1	0	11	9	-10	8	13	-5
CC(=O)N1CCCc2cc(S(=O)(=O)Nc3cccc(C)c3C)ccc21	12	18	-37	1	-14	15	-13	11	-4	17	36
CCOc1ccc(-c2cc(C(=O)O)c3ccccc3n2)c(OCC)c1	-6	9	-6	3	10	-34	-2	-17	13	-9	-12
CCN(CC)CCCNC(=O)CNC(=O)c1nn(-c2ccc(OC)c(OC)c2)c(=O)c2ccccc12	9	-24	-5	3	-4	10	-38	8	9	8	9
N/C(=N\OC(=O)c1ccccc1Cl)c1cccnc1	-218	-11	69*	-2	-28	10	-37	-62	0	-222	-131
Cc1cc(OC(=O)c2cc(Br)ccc2Cl)c([N+](=O)[O-])c(=O)[nH]1	7	16	2	2	-6	3	10	6	-9	1	-32
Cn1c(NC(=O)c2ccc(S(=O)(=O)N3CCOCC3)cc2)cc(=O)n(C)c1=O	8	-16	4	2	0	5	5	13	-3	8	-10
CCN(C(=O)CSc1nnc(-c2ccc(C)cc2)n1N)c1c(N)n(Cc2ccccc2)c(=O)[nH]c1=O	-4	14	-6	·	2	24	-3	-18	-3	9	-16
COc1ccccc1-c1nc2cc(Cl)ccc2c(=O)n1O	10	8	8	1	8	32	13	-8	-3	14	-4
O=C(O)COc1ccccc1/C=N/Nc1ccc(S(=O)(=O)N2CCOCC2)cc1[N+](=O)[O-]	68*	-8	-4	0	3	-19	-5	0	8	18	14
CC(=O)c1c(C)nc(C)nc1NC(=O)C(C)C	2	-4	10	2	-7	0	7	-7	7	17	-41
CSCC(C)N1CCC(n2nccc2NC(=O)CCOc2ccccc2)CC1 (configuration not stated)	-3	-10	-5	3	10	-4	8	6	4	10	-3
CNc1nc(SC)nc2ccccc12	10	11	-5	5	4	3	18	0	-4	7	-1
O=C(CCCc1nc(-c2ccc(Cl)cc2)no1)NCC1CCCO1 (configuration not stated)	6	6	6	1	17	30	9	64	2	4	1
COC(=O)c1c(NC(=O)CN2CCN(C(=O)c3ccco3)CC2)c2cc(C)ccc2n1C	22	-8	9	0	15	-5	4	0	-7	27	6
Cc1ccc(-c2cc(C(=O)N3CCCCC3)c3ccccc3n2)cc1C	-94	-7	38	-3	-42	-11	-46	-35	-7	-125	-33
CC(=O)NS(=O)(=O)c1ccc(NS(=O)(=O)c2ccc3ccccc3c2)cc1	1	-4	-8	0	-5	8	3	4	-1	6	-18
O=C1CC2(CCN(C(=O)c3ccccc3F)CC2)Oc2ccccc21	13	14	-5	0	-6	0	5	87*	-7	13	5
CC(=O)c1cc2c(cc1NS(=O)(=O)c1ccccc1)OCO2	19	-12	-13	-3	0	4	-8	-6	-4	13	-10
CC(=O)Nc1ccc(NC(=O)C(C)N(C)CC(=O)Nc2ccccc2Br)cc1 (configuration not stated)	29	-17	-11	·	2	-3	3	-6	-4	18	-8
COCCSc1nnc(NC(=O)Cc2ccccc2OC)s1	1	-14	9	-1	-2	-3	-12	-6	6	17	-9
CCOC(=O)C1(C)NC(c2ccco2)C2C(=O)N(CC)C(=O)C21 (configuration not stated)	8	-1	-2	0	-3	7	-5	-10	-2	6	-5
Nc1ccc(C(=O)OCC(=O)NC2CCCc3ccccc32)cc1[N+](=O)[O-] (configuration not stated)	-4	-11	-9	3	3	-13	2	10	13	19	-12
COc1ccc(S(=O)(=O)Nc2cc(C)ccn2)cc1OC	4	-2	25	2	-5	18	-4	-4	4	3	-4
COc1ccc(S(=O)(=O)NCC(c2cccnc2)N2CCN(c3ccc(F)cc3)CC2)cc1C (configuration not stated)	13	-8	9	·	16	6	-3	33	7	2	11
Cc1cnc(NC(=O)c2ccc(OCC3CCCO3)cc2)s1 (configuration not stated)	53*	16	87*	0	26	85*	43	26	-42	19	-51
O=C(CN1CCN(Cc2ccccc2F)C1=O)NCc1ccco1	11	10	0	3	2	-10	-21	6	0	7	9
CCOc1ccc(CNc2nnnn2C)cc1OC	11	5	-8	3	-5	-5	14	-12	-4	16	9
Cc1ccc2ncccc2c1[N+](=O)[O-]	4	-3	-5	2	-1	-14	8	17	12	12	-10
Cc1cccc(NC(=O)Cn2nc(C(F)(F)F)cc2C2CC2)c1	1	2	-3	-5	-4	-30	11	-13	-1	-12	-29
O=c1[nH]c(SCc2ccc([N+](=O)[O-])cc2)nc2[nH]ncc12	-28	-5	4	4	8	-8	-40	6	2	-44	-10
COCCNC(=O)C1(C)CCN(C(=O)c2ccc3sccc3c2)C1 (configuration not stated)	2	-7	-9	·	·	-14	-5	16	8	6	9
O=C(c1ccco1)N1CCCN(C(=O)c2ccco2)CC1	8	9	4	0	5	-9	15	-14	0	11	-2
Cc1ccc(C(=O)COC(=O)CCC(=O)NC2CCCCC2)cc1[N+](=O)[O-]	14	-9	-4	-3	-4	-1	0	-6	11	16	8

Shown with values under each structure: entries from further up.
Values run as follows: Peg3 prom inh, CF NFkB block, C8 TRAIL sens, NR2E3 ag-1, MITF TRPM1 inh, TWEAK Fn14 block, TROY signal inh, Shn3 3UTR inh, KKLEB cytotox, HIF-2a inh, NR2E3 ag-2
CC(=O)c1cc2c(cc1NS(=O)(=O)c1ccccc1)OCO2
  19, -12, -13, -3, 0, 4, -8, -6, -4, 13, -10
CC(=O)Nc1ccc(NC(=O)C(C)N(C)CC(=O)Nc2ccccc2Br)cc1 (configuration not stated)
  29, -17, -11, ·, 2, -3, 3, -6, -4, 18, -8
COCCSc1nnc(NC(=O)Cc2ccccc2OC)s1
  1, -14, 9, -1, -2, -3, -12, -6, 6, 17, -9
CCOC(=O)C1(C)NC(c2ccco2)C2C(=O)N(CC)C(=O)C21 (configuration not stated)
  8, -1, -2, 0, -3, 7, -5, -10, -2, 6, -5
Nc1ccc(C(=O)OCC(=O)NC2CCCc3ccccc32)cc1[N+](=O)[O-] (configuration not stated)
  -4, -11, -9, 3, 3, -13, 2, 10, 13, 19, -12
COc1ccc(S(=O)(=O)Nc2cc(C)ccn2)cc1OC
  4, -2, 25, 2, -5, 18, -4, -4, 4, 3, -4
COc1ccc(S(=O)(=O)NCC(c2cccnc2)N2CCN(c3ccc(F)cc3)CC2)cc1C (configuration not stated)
  13, -8, 9, ·, 16, 6, -3, 33, 7, 2, 11
Cc1cnc(NC(=O)c2ccc(OCC3CCCO3)cc2)s1 (configuration not stated)
  53*, 16, 87*, 0, 26, 85*, 43, 26, -42, 19, -51
O=C(CN1CCN(Cc2ccccc2F)C1=O)NCc1ccco1
  11, 10, 0, 3, 2, -10, -21, 6, 0, 7, 9
CCOc1ccc(CNc2nnnn2C)cc1OC
  11, 5, -8, 3, -5, -5, 14, -12, -4, 16, 9
Cc1ccc2ncccc2c1[N+](=O)[O-]
  4, -3, -5, 2, -1, -14, 8, 17, 12, 12, -10
Cc1cccc(NC(=O)Cn2nc(C(F)(F)F)cc2C2CC2)c1
  1, 2, -3, -5, -4, -30, 11, -13, -1, -12, -29
O=c1[nH]c(SCc2ccc([N+](=O)[O-])cc2)nc2[nH]ncc12
  -28, -5, 4, 4, 8, -8, -40, 6, 2, -44, -10
